# SV40 large T antigen: TAg ATPase/helicase activity blockers – biochemical (AID 1903). actives 0.39% (n = 310,000). SV40 large T antigen ATPase/helicase inhibition assay; higher % means a stronger effect. one-dose inhibition, % at 20 µM; IC50 in µM for titrated hits; in the data active = a potency from the dose series; inconclusive = inhibition mostly from about 32% at the one dose, without a potency; inactive = the rest, 99 in 100 with inhibition below about 32%; also: strong numbers were not always called active
# WT yeast gro inh: growth inhibition of WT yeast, mitochondrial fusion screen; actives 2.1% (n = 190,000); inhibition, % at 10 µM; mitochondrial fusion phenotypic screen, WT strain; AID 1362; in the data active = inhibition above about 58%; tested in S. cerevisiae
# K1F lysis inhibition: inhibition of K1F phage lysis, E. coli UTI89, bacterial capsule biogenesis inhibitors, alamar blue (AID 488966); E. coli UTI89 K1F phage lysis, alamar blue, 2 h; higher % means a stronger effect; one-dose inhibition, % at 100 µM; IC50 in µM for titrated hits; actives 0.02% (n = 340,000);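 active = phage lysis inhibition, versus mean bacterial control, above a set limit; inconclusive = no clear call, values can overlap the other calls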;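 also: capsule biogenesis inhibitors block K1F phage lysis so surviving cells raise fluorescence; higher fluorescence means more inhibition of phage lysis; actives were called in the ten point dose series up to 300 µM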
# XIAP displacement: small molecules displacing peptide from XIAP – biochemical, IAP family, fluorescence polarization (AID 1018); displacement, % at 20 µM, or IC50 in µM where a hit was titrated; actives 0.007% (n = 200,000); XIAP BIR domain, fluorescence polarization peptide displacement; higher % means a stronger effect; in the data active = displacement above about 50%; also: a part of the inactive calls stands beside numbers as strong as those of hits
# West Nile antiviral: inhibition of WNV-induced cytopathic effect – cell-based, CPE readout (AID 1621); West Nile virus-infected cells, CPE inhibition; higher % means a stronger effect; one-dose CPE inhibition, % at 10 µM; IC50 in µM for titrated hits; actives 0.02% (n = 290,000); in the data active = a potency from the dose series; inconclusive = CPE inhibition mostly from about 3.7% at the one dose, without a potency; inactive = the rest, 99 in 100 with CPE inhibition below about 2.2%; also: strong numbers were not always called active
# RSV CPE inhibition: RSV antiviral activity via CPE protection, HEp-2 cells, primary 10 µM value included (AID 2391); actives 0.13% (n = 310,000); one-dose CPE inhibition, % at 10 µM; IC50 in µM for titrated hits; HEp-2 cells, RSV-induced CPE inhibition; higher % means a stronger effect; in the data active = a potency from the dose series; inconclusive = CPE inhibition mostly from about 23% at the one dose, without a potency; inactive = the rest, 99 in 100 with CPE inhibition below about 21%; also: strong numbers were not always called active
# CSM14.1 death rescue: rescue of cells from ER stress-induced death, primary screen, 384-well, CSM14.1, thapsigargin, ATP luminescence (AID 1222). 190,000 tested, under 10 active. cellular ATP content (survival), % at 20 µM, or EC50 in µM where a hit was titrated. CSM14.1 thapsigargin-induced death rescue, ATP luminescence; higher % means a stronger effect;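 active = EC50 below 50 µM in the dose-response confirmation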;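 also: death triggered by thapsigargin at about 15 µM added after 2 h compound pretreatment; cell ATP read after overnight thapsigargin exposure of roughly 18 to 22 hours; normalized against plate controls of thapsigargin alone and 5% DMSO vehicle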
# Dengue-2 NS5 capping: Dengue-2 NS5 methyltransferase inhibitors, primary screen, biochemical, confirmation dose response (AID 588689) | Dengue-2 NS5 methyltransferase capping enzyme assay, biochemical; higher % means a stronger effect | actives 0.3% (n = 340,000) | inhibition, % at 25 µM, or IC50 in µM where a hit was titrated; in the data active = a potency from the dose series; inconclusive = inhibition above about 29% without an active follow-up result
# Yfh1-depleted yeast: enhancers of respiration in Yfh1-depleted yeast, dose response, Friedreich's ataxia, plus single-dose screen (AID 1465) | S. cerevisiae Yfh1-off respiration, WST-1 reduction, 72 h; higher fold induction means a stronger effect | fold induction at 50 µM; hits with a dose series show EC50 in µM | actives 0.074% (n = 220,000);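 active = fold induction of absorbance versus untreated yeast above a set limit, then at least 30% activation at any dose in follow-up; inconclusive = repeats straddling the limit, or above it without dose testing; inactive = fold induction below the set limit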;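 also: activators that raise dye reduction in frataxin-depleted yeast; strong numbers were not always called active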
# WT yeast gro inh mutant strain: further read-out of WT yeast gro inh, marked with its call; inhibition, %; mitochondrial fusion phenotypic screen, mutant strain inhibition
# Dengue-2 NS5 capping pilot replicate: further read-out of Dengue-2 NS5 capping, marked with its call; inhibition, %; measured here: pilot screen replicate inhibition
# Starred values were filed as active, the others as inactive; i = inactive; ? = inconclusive; . = not tested or not shown; [ ] = remark or other dose. Random draw from the library. Share with any hit: about 2.2%.
SMILES,SV40 large T antigen,WT yeast gro inh,WT yeast gro inh mutant strain,K1F lysis inhibition,XIAP displacement,West Nile antiviral,RSV CPE inhibition,CSM14.1 death rescue,Dengue-2 NS5 capping,Yfh1-depleted yeast,others
Cc1c(NC(=S)NC(=O)c2ccc(Cl)cc2)c(=O)n(-c2ccccc2)n1C,7.1%,.,.,0.3%,.,.,0.0%,.,-10.9%,.,
CN1CCc2c(sc(NC(=O)c3ccc(S(=O)(=O)N4CCCCCC4)cc3)c2C(N)=O)C1,26.0%,.,.,0.2%,.,?,4.7%,.,-29.4%,.,
CCn1c(SCC(=O)N2CCCC2)nc2ccccc2c1=O,6.6%,4.9,-1.9,6.9%,-1.0%,-0.1%,1.1%,1.3%,-4.8%,i,
CC(Oc1ccc(-c2ccccc2)c(F)c1)c1ccn(S(=O)(=O)c2ccc(Br)cc2)n1 (stereo not drawn),7.2%,14.8,22.8,0.5%,-1.1%,0.5%,9.0%,3.6%,4.8%,i,
C=CCNc1nc2c(c(=O)n(C)c(=O)n2C)n1CC(=C)C,.,-4.2,0.1,0.1%,.,-0.2%,0.8%,.,-5.5%,i,
CCc1cc(CNC(=O)C2CCC(=O)N(CCc3ccc(OC)cc3)C2)on1 (stereo not drawn),8.6%,.,.,0.2%,.,-0.8%,1.1%,.,-9.7%,.,
COc1ccccc1/C=C/C(=O)NCC(=O)N/N=C/c1cc(Br)ccc1OC,-4.8%,3.7,1.5,0.1%,-4.3%,0.0%,2.1%,0.3%,3.5%,i,
Cc1cc2ncc(C(=O)Nc3ccsc3C(=O)O)c(C)n2n1,31.9%,9.7,16.3,0.9%,-7.0%,1.1%,1.6%,.,5.0%,i,
CCCCCC1CC(CC(=O)O)C(=O)O1 (stereo not drawn),-1.1%,-0.3,-3.5,4.2%,-2.1%,0.5%,1.1%,5.2%,-4.1%,i,
Cc1csc(-c2coc3cc(O)cc(C)c3c2=O)n1,5.0%,13.3,31.2,0.1%,-2.2%,1.8%,6.6%,2.6%,0.7%,i,
COc1ccccc1CNC(=O)C(=O)NCC(c1ccco1)N1CCOCC1 (stereo not drawn),10.4%,2.8,-11.3,0.1%,1.6%,-0.2%,1.1%,.,-5.2%,i,
CSc1nc(N)nc(SCC(=O)Nc2cccc(F)c2)c1C#N,-4.8%,5.3,-3.6,1.2%,.,-0.5%,1.1%,-0.9%,-4.3%,i,
CC(C)(C)c1ccc(OC(=O)Cn2c(C(F)(F)F)nc3ccccc32)cc1,-2.7%,-4.1,-1.7,0.5%,-1.9%,.,-0.6%,5.9%,-2.1%,.,
COc1ccc(CCNC(=O)COc2cccc3c2OC(C)(C)C3)cc1OC,1.5%,.,.,1.6%[50 µM],.,.,2.7%,.,-5.1%,.,
O=C(NCc1ccco1)c1ccc(S(=O)(=O)c2cccc(S(=O)(=O)N3CCOCC3)c2)cc1,22.2%,-4.0,-9.3,0.3%,-2.3%,-0.3%,8.2%,-1.6%,-4.7%,i,Dengue-2 NS5 capping pilot replicate=-1.2
COc1ccc(NC(=O)CSc2nnc(Cc3cccn3C)n2-c2ccc(OC)cc2)cc1,2.6%,-6.0,14.2,-0.9%,-6.0%,-0.5%,-0.7%,.,2.2%,i,
CCCS(=O)(=O)N1CCC(C(=O)NCc2cccnc2)CC1,5.8%,4.2,13.3,0.6%,-3.4%,0.1%,0.0%,-0.8%,0.7%,i,
CCn1cc(S(=O)(=O)c2ccc(C)cc2)[nH]c1=O,7.7%,-21.1,-17.7,-1.1%,-6.5%,0.2%,-1.0%,-1.0%,1.5%,i,
COC(=O)c1ccccc1S(=O)(=O)Oc1ccc(-c2ccc(C(=O)O)cc2)cc1,25.5%,.,.,-0.7%,.,0.8%,12.2%,.,-2.5%,.,
O=C(N/N=C/c1ccco1)c1ccccc1OCc1ccccc1Cl,8.4%,-3.5,0.9,-0.4%,-8.4%,-0.5%,18.5%,-1.4%,6.4%,i,
C=CCC(c1ccccc1)N(C(C)=O)c1ccco1 (stereo not drawn),24.8%,2.0,4.1,0.4%,-6.9%,0.1%,2.1%,-2.0%,-2.2%,i,
COc1ccc(NC(=O)CSCC(=O)N=c2sccn2C)cc1,26.8%,.,.,1.9%,.,-0.7%,1.0%,.,-3.9%,.,
CC(C)c1cc(=O)n2[nH]c(N)nc2n1,9.1%,-5.8,-8.5,-1.1%,-9.3%,-0.6%,0.6%,-0.8%,-1.5%,i,
CCCCc1ccc(NS(=O)(=O)c2cccs2)cc1,14.0%,-0.3,-6.5,i,6.7%,1.1%,-1.6%,-1.9%,-0.8%,i,
Cc1c(C(=O)Oc2ccc(-c3cnc4ccccc4n3)cc2)cccc1[N+](=O)[O-],58.2µM*,3.2,-19.1,-0.8%,-3.4%,-0.1%,4.0%,0.1%,14.4%,i,
COc1ccc(NC(=O)CCSc2ccc(C)cc2)cc1S(=O)(=O)Nc1ccccc1Cl,-2.2%,20.8,0.4,5.3%,-4.7%,1.0%,?,2.6%,0.7%,i,
COc1cc2cc(C(c3nnnn3C(C)(C)C)N3CCC(C)CC3)c(=O)[nH]c2cc1OC (stereo not drawn),1.0%,-0.7,-9.0,0.0%,-2.7%,-0.7%,-1.7%,-3.6%,1.3%,i,
O=C(Nc1ccccc1)Nc1ccc(-n2ccc(C(F)(F)F)n2)cc1,7.0%,.,.,0.3%,.,-0.1%,11.9%,.,-14.6%,i,
COc1ccc(/C=C2\SC(=S)N(NS(=O)(=O)c3ccccc3)C2=O)c(OC)c1,11.9%,.,.,-0.4%[50 µM],.,0.9%,44.4%,.,?,.,
O=C(CCN1CCC(c2ccccc2)C1)c1cccs1 (stereo not drawn),5.5%,-13.7,18.8,-5.8%,-1.8%,-2.1%,-0.4%,-8.0%,-17.5%,i,
Cc1nnc(Sc2nc3c(c(=O)[nH]c(=O)n3C)n2CCCc2ccccc2)s1,-2.1%,3.7,-7.2,.,-5.6%,-0.3%,.,-1.2%,.,i,
COc1ccc(OC)c(-n2c(-c3cccc(C)c3)n[nH]c2=S)c1,9.8%,12.2,-4.5,0.0%,-8.4%,0.6%,1.2%,-1.0%,-2.7%,i,
COc1ccc(OC)c(CC(=O)Nc2ccc3c(c2)CCC3)c1,5.6%,.,.,-0.1%,.,-0.5%,2.4%,.,-0.8%,.,
c1ccc(N2CCN(c3nnc(Cc4cccnc4)c4ccccc34)CC2)nc1,7.1%,16.9,-11.3,5.7%,-9.8%,1.4%,1.3%,6.8%,-4.0%,i,
O=S(=O)(NCc1cccnc1)c1ccc(Cl)cc1,8.7%,.,.,-0.1%,.,-0.4%,0.2%,.,-0.7%,.,
CCCC1CCC(=NNC(=O)OC(C)(C)C)CC1 (stereo not drawn),7.2%,-15.9,5.8,0.0%,-6.9%,0.1%,1.2%,-2.0%,-3.6%,i,
C/C(=N\O)c1c(O)cc(-c2ccccc2)n(-c2ccccc2)c1=O,7.7%,.,.,.,.,-0.3%,0.4%,.,.,i,
CCC(=O)Nc1sc2c(c1C(=O)N(C)C)CCCCC2,4.4%,-4.8,-1.6,0.3%,-0.7%,0.5%,0.4%,0.5%,-4.8%,i,
O=C(N/N=C/c1ccc(OC2CSC2)cc1)c1ccc(CN2CCOCC2)cc1,7.1%,-2.4,2.1,1.6%,-1.8%,-0.4%,1.0%,-1.5%,-13.9%,i,
COc1cccc(-c2nc3n(n2)C(c2cccs2)C(C(=O)Nc2cccnc2)=C(C)N3)c1 (stereo not drawn),6.8%,3.8,-0.9,-0.6%,-4.3%,0.2%,-1.2%,.,-7.2%,i,
COc1ccc2nc(NC(=O)[C@@H]3CCCN3C(=O)c3cccs3)sc2c1,-3.6%,6.2,-20.0,0.1%,-7.8%,-0.3%,0.4%,-0.7%,-5.5%,i,
Cc1cc(C(=O)N/N=C/c2ccc[nH]2)no1,22.8%,19.1,-3.3,1.2%[50 µM],-5.8%,-0.1%,0.9%,-4.6%,1.9%,i,
CCOC(=O)N1CCC(N2Cc3cccc(C(=O)Nc4ccc(F)cc4)c3C2=O)CC1,9.1%,7.5,6.8,0.3%,-6.2%,-0.6%,0.9%,-4.7%,4.0%,i,
COc1ccc(N=Cc2cc(Cl)ccc2O)cc1Cl,17.2%,-9.7,9.1,-0.2%,-12.2%,0.7%,1.0%,-6.3%,.,i,
Cc1ccc(-n2ncc(C#N)c2/N=C/N2CCN(C)CC2)cc1,-1.5%,14.9,1.1,3.8%,-2.2%,0.0%,0.5%,-1.6%,0.8%,i,
COc1ccc(CC(=O)OCC(=O)Nc2ccc3c(c2)OCCO3)cc1OC,0.3%,-6.9,-24.0,2.6%[50 µM],-2.1%,1.6%,1.2%,-6.1%,-5.1%,i,
COc1ccc(CCN2C(=O)CN(Cc3ccccc3)CC2=O)cc1OC,-1.5%,-3.3,-6.9,2.8%,-3.6%,-0.5%,0.8%,-3.6%,-3.3%,i,
COc1ccc(N(C)S(=O)(=O)c2ccc3c(c2)CCC(=O)N3)cc1,12.2%,7.6,-10.9,7.7%,-1.3%,0.6%,0.4%,0.0%,1.6%,i,
CN(C)S(=O)(=O)c1ccc(C(=O)Nc2ccc(OCC(=O)N3CCOCC3)cc2)cc1,-2.2%,-0.2,4.1,0.3%,-3.1%,0.1%,0.8%,-1.3%,1.4%,i,
CN1CCCc2cc3c(C(F)(F)F)cc(=O)oc3nc21,2.0%,-1.9,-10.6,-2.5%,-2.1%,.,0.6%,-0.2%,?,.,
Cc1ccc(CN2CCN(CC(=O)NCCCN3CCN(c4ccc(F)cc4)CC3)C2=O)cc1,3.0%,-11.1,-14.4,14.5%,-2.2%,-1.4%,-1.5%,-1.6%,-5.7%,i,

# 4 compounds already listed, sorted by count of non-hydrogen atoms, low to high:
SMILES,SV40 large T antigen,WT yeast gro inh,WT yeast gro inh mutant strain,K1F lysis inhibition,XIAP displacement,West Nile antiviral,RSV CPE inhibition,CSM14.1 death rescue,Dengue-2 NS5 capping,Yfh1-depleted yeast,others
Cc1cc(C(=O)N/N=C/c2ccc[nH]2)no1,22.8%,19.1,-3.3,1.2%[50 µM],-5.8%,-0.1%,0.9%,-4.6%,1.9%,i,
CCC(=O)Nc1sc2c(c1C(=O)N(C)C)CCCCC2,4.4%,-4.8,-1.6,0.3%,-0.7%,0.5%,0.4%,0.5%,-4.8%,i,
Cc1ccc(-n2ncc(C#N)c2/N=C/N2CCN(C)CC2)cc1,-1.5%,14.9,1.1,3.8%,-2.2%,0.0%,0.5%,-1.6%,0.8%,i,
COc1cccc(-c2nc3n(n2)C(c2cccs2)C(C(=O)Nc2cccnc2)=C(C)N3)c1 (stereo not drawn),6.8%,3.8,-0.9,-0.6%,-4.3%,0.2%,-1.2%,.,-7.2%,i,

# Source: PubChem BioAssay (several laboratories)
